# Source: PubChem
# Runt-SMMHC FRET: inhibitors of RUNX1 Runt–CBFb-SMMHC binding, primary screen, biochemical, FRET, Cerulean-Runt, Venus-CBFb-SMMHC, uHTS; Cerulean-Runt/Venus-CBFb-SMMHC FRET ratio 530/480, 1 h; inhibition, % at 20 µM; 220,000 compounds, 0.74% hits;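 active = mean inhibition across duplicate retests at 20 µM reaching about 50%, limit read from the data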;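 also: 0% = DMSO wells and 100% = wells with excess untagged CBFb-SMMHC; inhibitors lower the FRET ratio by blocking Runt binding to CBFb-SMMHC; some results filed as inactive read as strong as hits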
# Hck-Nef inh: inhibitors of Nef-activated human Hck kinase, primary screen, biochemical, Z-Lyte FRET, 384-well, Hck-YEEI. Tyrosine-protein kinase HCK (Homo sapiens), P08631. Recombinant Hck-YEEI plus Nef, Z-Lyte FRET kinase assay. inhibition, % at 20 µM. 220,000 compounds, 0.68% hits;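 active = Hck-Nef kinase inhibition above about 50%, limit read from the data; inactive = inhibition below that limit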;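 also: 0% = DMSO with Hck plus Nef and 100% = Hck alone without Nef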
# Thrombin inh: human alpha-thrombin inhibitors, primary screen, counter-screen for coagulation protease inhibitor project, biochemical, 1536-well, fluorogenic AMC substrate; 220,000 compounds, 0.26% hits; AID 1046, 2008; inhibition, % at 5 µM; Boc-VPR-AMC fluorogenic substrate cleavage;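 active = inhibition at or above 40%; inactive = inhibition below 40%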;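 also: 0% = enzyme with no compound and 100% = wells without enzyme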
#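 Material: human alpha-thrombin enzyme / Medium: pH 7.5 Tris (50 mM) with NaCl 150 mM, Tween 20 0.05% / Compound: single-point dosing at 5 µM, 0.2% DMSO / Incubation: enzyme reaction carried out at room temperature / Detection: AMC fluorescence, 355/460 nm / Read-out basis: percent inhibition scaled between no-compound controls and no-enzyme blanks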
# hK5 inh: human KLK5 protease inhibitors, primary screen, biochemical, 1536-well | Kallikrein-5 (Homo sapiens), Q9Y337 | recombinant hK5, fluorogenic AMC substrate cleavage | inhibition, % at 5 µM | 210,000 compounds, 0.59% hits;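 active = inhibition of 40% or more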;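 also: 0% = enzyme controls without compound and 100% = no-enzyme blanks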
# 14-3-3 Bad inh: inhibitors of 14-3-3 zeta/Bad binding, primary screen, biochemical, TR-FRET, bovine 14-3-3 zeta; TR-FRET 14-3-3zeta/Dy647-pBad peptide displacement, 1 h; inhibition, % at 21.7 µM; 220,000 compounds, 0.71% hits;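 active = inhibition above about 70%, limit read from the data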;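 also: 0% = full 14-3-3 plus peptide FRET controls and 100% = background without 14-3-3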
# Target sequence (P63103 whole entry, looked up): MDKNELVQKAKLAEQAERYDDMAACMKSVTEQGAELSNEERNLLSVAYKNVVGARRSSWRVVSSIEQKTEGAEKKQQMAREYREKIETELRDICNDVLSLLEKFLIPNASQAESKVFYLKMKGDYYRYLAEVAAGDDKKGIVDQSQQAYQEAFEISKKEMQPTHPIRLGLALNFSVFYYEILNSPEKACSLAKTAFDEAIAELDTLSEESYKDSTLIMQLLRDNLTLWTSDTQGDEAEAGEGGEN
# FXIIa inh 1536: human FXIIa protease inhibitors, primary screen, biochemical, 1536-well; purified FXIIa, Boc-QGR-AMC fluorogenic substrate, 2 h; inhibition, % at 5 µM; 220,000 compounds, 0.3% hits; in the data active = inhibition above about 40%;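 also: 0% = enzyme with no compound and 100% = blank without enzyme; many of its hits are not listed in these tables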
# Wee1 stabilizer: Wee1 degradation inhibitors, primary screen, cell-based, HeLa, Wee1K328M-luciferase, luminescence; reporter increase, % at 5 µM; AID 1321, 2008; 220,000 compounds, 1.2% hits; HeLa Luc-Wee1K328M stability; 100% = proteasome inhibitor MG132 effect;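 active = activation above the mean of all tested compounds plus 3 SD, set per screening run, cut at about 8.8% in these data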;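 also: cells exposed to compound for 20 h before luminescence read; 0% = DMSO alone and 100% = MG132 at 30 µM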
# Target sequence (P30291 whole entry K328M): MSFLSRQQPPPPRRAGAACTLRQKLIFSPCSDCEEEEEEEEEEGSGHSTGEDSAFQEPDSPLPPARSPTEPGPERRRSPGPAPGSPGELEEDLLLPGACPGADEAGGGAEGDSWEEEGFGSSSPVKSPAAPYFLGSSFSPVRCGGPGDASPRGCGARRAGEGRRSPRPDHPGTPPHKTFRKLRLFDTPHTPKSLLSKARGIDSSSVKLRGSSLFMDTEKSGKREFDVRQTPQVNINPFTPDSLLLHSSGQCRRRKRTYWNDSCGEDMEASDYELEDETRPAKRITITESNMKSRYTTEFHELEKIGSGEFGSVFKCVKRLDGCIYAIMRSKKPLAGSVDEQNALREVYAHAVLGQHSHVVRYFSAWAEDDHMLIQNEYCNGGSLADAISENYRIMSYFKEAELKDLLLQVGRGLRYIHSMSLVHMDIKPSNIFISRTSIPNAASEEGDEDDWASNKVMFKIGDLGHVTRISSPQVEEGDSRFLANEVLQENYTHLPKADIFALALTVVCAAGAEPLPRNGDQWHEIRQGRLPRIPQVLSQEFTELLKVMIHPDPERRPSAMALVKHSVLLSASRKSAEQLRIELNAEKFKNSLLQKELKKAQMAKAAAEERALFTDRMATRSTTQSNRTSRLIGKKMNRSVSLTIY
# FXIa inh 1536: human FXIa protease inhibitors, primary screen, biochemical, 1536-well. inhibition, % at 5 µM. Coagulation factor XI (Homo sapiens), P03951. purified FXIa, Boc-Glu-Ala-Arg-AMC fluorogenic substrate. 220,000 compounds, 0.14% hits. AID 798, 2007;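 active = inhibition of at least 40%; inactive = inhibition below 40%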;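 also: fluorescence of freed AMC excited at 355 nm; 0% = enzyme without compound and 100% = no enzyme blank; many of its hits are not listed in these tables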
# Runt-CBFb FRET: inhibitors of RUNX1 Runt–CBFb binding, primary screen, biochemical, FRET, Cerulean-Runt, Venus-CBFb, uHTS; Runt-related transcription factor 1 (Homo sapiens) + Core-binding factor subunit beta …; Cerulean-Runt/Venus-CBFb FRET ratio 530/480, 1 h; inhibition, % at 20 µM; 220,000 compounds, 0.46% hits;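 active = inhibition over about 50% at 20 µM in the single-dose screen, limit read from the data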;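 also: 0% = DMSO wells and 100% = excess unlabeled CBFb competitor control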
#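 Reagent – Venus-CBFb binding partner, 100 nM · Assay system – Cerulean-tagged RUNX1 Runt domain (FRET donor) fusion protein · Input – 100 nM per protein · Incubation – two 1 h room-temperature incubations shielded from light · Measured by – FRET fluorescence · Medium – Tris buffer pH 7.5 with salts and BSA · Benchmarks – unlabeled CBFb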
# An asterisk follows results filed as active; x = not tested or not shown; [ ] = another dose, or the depositor's remark.
SMILES,Runt-SMMHC FRET,Hck-Nef inh,Thrombin inh,hK5 inh,14-3-3 Bad inh,FXIIa inh 1536,Wee1 stabilizer,FXIa inh 1536,Runt-CBFb FRET
CCc1cccc2c1NC(=O)[C@]21[C@@H]2C(=O)N(Cc3ccccc3)C(=O)[C@@H]2[C@@H]2CCCN21,-4,1,-8,-5,3,14,0,2,-2
Cn1c(-c2cccc([N+](=O)[O-])c2)cnc1NCc1cccc([N+](=O)[O-])c1,0,16,0,5,32,12,-1,6,-2
COc1ccc(CNC(=O)CSc2nc3[nH]ncc3c(=O)n2-c2ccccc2Br)cc1,11,20,-9,2,-18,9,1,16,-2
CC(C)CC(=O)NCCNC(=O)c1cc(OCC(F)(F)F)ccc1OCC(F)(F)F,2,-1,-6,1,-3,5,-1,-6,-1
CC(=O)N1CCN(c2ccccc2NC(=O)c2ccc(C#N)cc2F)CC1,4,12,-1,17,-9,9,-3,-4,-1
CC(C)OCCCNC(=O)CN1CCN(Cc2ccccc2Cl)C1=O,-1,0,-4,2,0,5,0,-3,2
O=C(Nc1nc2ccccc2[nH]1)c1cccc([N+](=O)[O-])c1,0,12,2,10,-3,13,2,1,-1
CCN1CCc2c(OCC(=O)Nc3ccc4c(c3)OCCO4)cccc2C1=O,2,-17,-7,-7,2,2,2,0,0
O=C(Nc1nc(-c2ccccc2)c(C(=O)c2ccccc2)s1)c1ccc(S(=O)(=O)N2CCCC2)cc1,7,1,-1,0,-126,4,-1,-2,2
O=C(CSc1ccncc1)Nc1ccc2ccccc2c1,-3,18,-28,-6,-11,1,-1,-10,2
CC(C)Cn1c(SCC(=O)NCc2ccco2)nnc1-c1ccncc1,-3,6,-5,1,-2,x,2,-1,3
CC1(C)CC(=O)C([N+](=O)[O-])=C(NCCCC(=O)O)C1,-3,2,-1,-19,11,14,2,6,0
O=c1c(-c2ccco2)[n+]([O-])c2ccccc2n1OCc1ccccn1,-4,9,6,-11,-6[fluorescence artefact?],16,0,10,4
CCCCNCCOc1ccccc1-c1ccccc1,-1,0,-10,-23,7,3,0,3,-4
CC1=NN(S(=O)(=O)c2ccc(F)cc2)C(=O)c2ccccc2O1,-2,2,6,0,4,16,-2,19,0
C=CCn1c(-c2cccnc2Cl)nc2ccccc21,1,15,-3,1,11,7,1,-1,2
CCn1cc(CN(C)C(=O)/C=C/c2ccc([N+](=O)[O-])cc2)c(C)n1,-1,1,-9,0,6,0,0,-5,-1
O=C(c1ccccc1)c1c(O)cc(-c2ccccc2)oc1=O,0,2,0,-17,-16,19,-2,9,0
O=C(CSc1nnc(-c2ccc(Cl)s2)o1)N1CCCc2ccccc21,1,-23,2,1,6,24,3,24,-2
COc1ccc(C2C(C(C)=O)=C(O)C(=O)N2CCc2c[nH]c3ccccc23)cc1 (stereo not drawn),-4,17,-11,-2,-2,2,4,-5,1
CC1CCCCC1NC(=O)C1CCN(S(=O)(=O)c2ccc(-n3cnnn3)cc2)CC1 (stereo not drawn),-2,3,-4,-14,5,2,0,0,-2
CCOc1cc(NC(=O)c2cccs2)c(OCC)cc1NC(=O)c1cccnc1,-18,-11,8,-2,1,10,-1,2,-1
O=C(N/N=C/c1cc(Br)cs1)c1ccccc1[N+](=O)[O-],0,12,-8,-15,-1,2,2,-3,-2
Cc1cccc2sc(NNC(=O)c3ccc4c(c3)OCCO4)nc12,25,-3,-2,-20,-5[fluorescence artefact?],1,2,0,42

# Only FXIa inh 1536, 14-3-3 Bad inh and Wee1 stabilizer (four entries from above):
SMILES	FXIa inh 1536	14-3-3 Bad inh	Wee1 stabilizer
CCn1cc(CN(C)C(=O)/C=C/c2ccc([N+](=O)[O-])cc2)c(C)n1	-5	6	0
O=C(c1ccccc1)c1c(O)cc(-c2ccccc2)oc1=O	9	-16	-2
O=C(CSc1nnc(-c2ccc(Cl)s2)o1)N1CCCc2ccccc21	24	6	3
COc1ccc(C2C(C(C)=O)=C(O)C(=O)N2CCc2c[nH]c3ccccc23)cc1 (stereo not drawn)	-5	-2	4

# Next structures follow:
SMILES,Runt-SMMHC FRET,Hck-Nef inh,Thrombin inh,hK5 inh,14-3-3 Bad inh,FXIIa inh 1536,Wee1 stabilizer,FXIa inh 1536,Runt-CBFb FRET
O=S(=O)(NC1CC1)c1ccc2c3c(cccc13)CC2,0,18,0,-7,-12,4,6,-5,2
Cc1ccnc(NS(=O)(=O)c2ccc(NS(C)(=O)=O)cc2)n1,-1,22,-4,0,2,5,0,-2,3
NC(=O)/C(=C/c1ccc2c(c1)OCO2)NC(=O)c1ccco1,2,11,1,2,8,9,1,2,1
Cn1cc(CN2CCN(Cc3ccccc3)CC2)c(-c2cccc(Cl)c2)n1,112,-1,-3,x,-4,6,-3,-2,0
COc1cccc(CNC(=O)c2cnc(-c3ccccn3)nc2C(F)(F)F)c1,6,-3,1,-4,9,8,2,-3,0
COc1ccc2nc(SCC(=O)Nc3c(C)cccc3C)[nH]c2c1,0,-2,3,1,1,6,6,11,0
O=C(CCCCn1c(=O)[nH]c2ccccc2c1=O)NC1CCN(Cc2ccccc2)CC1,3,-5,3,-12,-4,15,-2,8,-1
O=C(c1ccc(F)cc1)N1CCCC(C(=O)N2CCc3ccccc3C2)C1 (stereo not drawn),1,25,-5,2,-1,9,5,1,0
NS(=O)(=O)c1ccc(NC(=O)C2CCCO2)cc1 (stereo not drawn),3,1,2,-3,-6,18,-1,5,0
Cc1ccc(S(=O)(=O)N2CCN(C(=O)c3ccccc3)CC2)cc1,0,0,-2,-17,-18,2,-2,-3,2
O=C(NNc1cccc(Cl)n1)c1ccc(Cl)cc1Cl,1,2,-4,2,11,9,1,-5,x
CCOC(=O)c1ccc(NS(=O)(=O)c2cc(C)ccc2OC)cc1,-3,0,4,-3,19,18,1,0,0
CCOC(=O)CSc1nc2ccc(N3CCOCC3)cc2c(=O)n1Cc1ccccc1,3,10,-1,-1,-9,16,2,5,8
Cc1ccccc1-n1nc2c(c1NC(=O)c1c(-c3ccccc3Cl)noc1C)CS(=O)(=O)C2,8,1,1,-7,4,13,1,-1,0
Cc1ccc(NC(=O)COc2nc(C)cs2)cc1,-1,-2,7,-10,3,4,2,5,1
COC(=O)C1=C(C)NC(=O)CC1c1ccccc1OC (stereo not drawn),-1,-2,2,17,-1,6,-2,0,1
N#C/C(=C/c1cc[nH]c1)C(N)=S,10,22,3,-21,-17,6,1,-4,26
CCn1c(SCC(=O)N/N=C/c2ccc(O)c(OC)c2)nc2ccccc21,3,4,0,-3,-9,9,0,0,-2
O=C(CNCc1ccccn1)Nc1cc(C(F)(F)F)ccc1N1CCOCC1,1,-5,9,39,10,41*,-2,30,-1
COc1cccc(NC(=O)Cn2c(CCC(=O)O)ccc2-c2ccc(C)cc2)c1,3,17,-8,x,-1,3,2,1,-2
COCCCNCCC(CCC(C)C)c1ccc2c(c1)OCO2 (stereo not drawn),-1,21,-3,-3,5,0,2,-5,-1
NC(Cc1ccc(Oc2ccc(O)cc2)cc1)C(=O)O (stereo not drawn),-1,-2,0,-13,5,11,-3,8,1
COc1ccccc1C(=O)Nc1nnc(-c2ccc3c(c2)CCCC3)o1,-5,0,-4,-10,4,13,0,2,-2
CCNc1nc(N)nc(Oc2ccc(OCCOc3ccccc3)nn2)n1,-1,-1,-6,1,1,5,0,-5,-2

# Profiles, quoted from the list. Order of values: Runt-SMMHC FRET, Hck-Nef inh, Thrombin inh, hK5 inh, 14-3-3 Bad inh, FXIIa inh 1536, Wee1 stabilizer, FXIa inh 1536, Runt-CBFb FRET
# Entry for O=C(CSc1ccncc1)Nc1ccc2ccccc2c1 : -3, 18, -28, -6, -11, 1, -1, -10, 2
# Entry for O=C(Nc1nc2ccccc2[nH]1)c1cccc([N+](=O)[O-])c1 : 0, 12, 2, 10, -3, 13, 2, 1, -1
# Entry for Cn1cc(CN2CCN(Cc3ccccc3)CC2)c(-c2cccc(Cl)c2)n1 : 112, -1, -3, x, -4, 6, -3, -2, 0
# Entry for Cc1ccc(S(=O)(=O)N2CCN(C(=O)c3ccccc3)CC2)cc1 : 0, 0, -2, -17, -18, 2, -2, -3, 2
# Entry for O=S(=O)(NC1CC1)c1ccc2c3c(cccc13)CC2 : 0, 18, 0, -7, -12, 4, 6, -5, 2

# Following part.
SMILES,Runt-SMMHC FRET,Hck-Nef inh,Thrombin inh,hK5 inh,14-3-3 Bad inh,FXIIa inh 1536,Wee1 stabilizer,FXIa inh 1536,Runt-CBFb FRET
N#C/C(=C/c1ccccc1[N+](=O)[O-])C(=O)NCc1ccco1,24,7,-6,-10,-7,13,2,5,6
CCCn1c(N2CCN(CC(=O)c3c(C)n(C)c4ccc(OC)cc34)CC2)nc2c1c(=O)[nH]c(=O)n2C,2,1,1,-3,-4,13,-2,5,-6
COc1ccc(NC(=O)Nc2cc(C)ccc2F)cc1OC,-4,25,-1,-2,-13,4,-2,-2,2
NC(=O)[C@H]1CC2(CC(c3cccc(NC(=O)COc4ccc(Cl)cc4)c3)=NO2)CN1C(=O)c1ccc(Cl)cc1 (stereo partly drawn),-1,28,3,-2,-2,7,x,-2,-8
COc1ccc(OCCSc2n[nH]c(N)n2)cc1,1,10,-1,2,5,7,-2,0,1
